Screens as filed in PubChem.
Pf growth 96h = inhibits malaria parasite growth, 96 h; 6.9% of 320,000 active; AID 504834; Potency, µM (series often up to 28.7 µM), for inactives: at the highest dose activity change, negative = inhibition, usual class: inhibitors; P. falciparum luciferase reporter growth, 96 h; also: potency is read from the fitted curve at half-maximal effect; % is scaled to controls: 0 for no effect and ±100 for the full control effect
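Two parasite generations (96 h, 37 C, 5% CO2) of compound exposure in infected erythrocytes (0.05% parasitemia, 2% hematocrit). Luciferase-reporter P. falciparum; decreased luminescence indicates inhibited growth, aimed at apicoplast-acting delayed death.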
CHX counter = counter-screen hit for Shiga toxin inhibitors, cycloheximide; cell reporter, cycloheximide protein synthesis inhibition counterscreen; max response, %; 12% of 300,000 active; AID 2314; in the data active = max response mostly above about 13%, no sharp cut-off; inactive = mostly below about 14%; also: read at 38.3 µM for the half of the compounds with a filed dose; 0% is about no effect
Shiga toxin inh = blocks Shiga toxin action in Vero cells; Vero cells, Shiga toxin protein synthesis inhibition reporter; inhibition, % at 38.7 µM; 9.2% of 290,000 active; in the data active = inhibition mostly above about 28%, no sharp cut-off; inactive = mostly below about 43%; also: 0% is about no effect
FBPA Giardia inh = Giardia lamblia aldolase inhibition | A8B2U2 | purified Giardia FBPA | Potency, µM (titrated, usually from 59.6 µM), for inactives: at the highest dose activity, negative = inhibition, most hits filed as inhibitors | 0.71% of 290,000 active; also: potency is read from the fitted curve at half-maximal effect; % is scaled to controls: 0 for no effect and ±100 for the full control effect; nearly all actives have a fitted effect of over 55% in size
Target sequence (A8B2U2 whole entry, looked up): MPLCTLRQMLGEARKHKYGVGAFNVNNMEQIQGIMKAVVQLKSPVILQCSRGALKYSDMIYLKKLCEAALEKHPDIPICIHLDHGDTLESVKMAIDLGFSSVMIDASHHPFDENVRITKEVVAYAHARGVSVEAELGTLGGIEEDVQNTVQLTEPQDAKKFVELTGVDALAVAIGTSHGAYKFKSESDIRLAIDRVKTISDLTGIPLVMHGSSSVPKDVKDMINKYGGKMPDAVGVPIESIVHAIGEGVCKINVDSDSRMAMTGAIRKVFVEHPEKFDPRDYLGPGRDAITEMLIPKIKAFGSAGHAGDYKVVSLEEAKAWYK
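40 nM FBPA preincubated 10 min at RT with compound (up to 57.5 uM final), then substrate plus GAPDH/TPI/NAD/arsenate coupling and diaphorase/resazurin added. Fluorescence read after 20 min at RT, 525/598 nm.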
Pf growth 48h = P. falciparum growth inhibition at 48 hours (one generation); P. falciparum luciferase growth in erythrocytes, 48 h; Potency, µM (titrated, usually from 28.7 µM), inactives show at the highest dose activity change, negative = inhibition, most hits filed as inhibitors; 5.9% of 310,000 active; AID 504832; also: potency is read from the fitted curve at half-maximal effect; % is scaled to controls: 0 for no effect and ±100 for the full control effect
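In quantitative HTS format, infected erythrocytes bearing luciferase-reporter parasites were treated for a single generation at 37 C. Luminescence after adding detection reagent served as the growth measure.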
Sm TGR inh = blocks Schistosoma mansoni thioredoxin glutathione reductase. Q962Y6. purified TGR, DTNB reduction, TNB absorbance 405 nm. Potency, µM (top dose mostly 114 µM), for inactives: at the top dose activity change, negative = inhibition, hits mostly inhibitors. 3% of 360,000 active. AID 485364; also: potency is read from the fitted curve at half-maximal effect; % is scaled to controls: 0 for no effect and ±100 for the full control effect; nearly all actives have a fitted effect of over 60% in size
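First, TGR (20 nM dispensed) and NADPH were mixed with compound. Second, a 15 min room-temperature incubation followed. Third, further NADPH and then DTNB were added to start the reaction. Finally, TNB absorbance was monitored kinetically.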
The depositor's hits bear a star; ? = inconclusive; · = no result given; [ ] = dose if it differs, or a comment. Unless noted, calls follow the shape of the dose curve; as a rule, active = well fitted curve in the direction sought with a large enough effect; inconclusive = small, poorly fitted or top-dose-only effect, or another doubt; inactive = no such curve, though single readings can be large; an effect the other way counts as inactive or inconclusive.

1) O=C1[C@@H]2C(c3ccccc3Cl)=NO[C@@H]2C(=O)N1Cc1ccccc1
2) CCCn1nc(Oc2nc(NCC)nc(NCC)n2)ccc1=O
3) O=C(O)C1CCCN1C(=O)C12CC3CC(CC(C3)C1)C2 (configuration not stated)
4) CC(C)=CCC/C(C)=C/Cc1c(O)ccc(C(=O)/C=C/c2ccc(O)cc2)c1O
5) Cc1ccc(NS(=O)(=O)c2ccc(CCC(=O)N3CCCC3)cc2)cc1
6) CCOC(=O)c1ccc(NC(=O)CN2C(=O)CSC2=O)cc1
7) O=S(=O)(c1ccccc1)N(Cc1nc(-c2ccccc2)no1)C1CCCCC1
8) COc1ccc(C(C(=O)NC2CCCC2)N(Cc2cccnc2)C(=O)c2snc(C(N)=O)c2N)cc1OC (configuration not stated)
9) O=C(NC(=S)N1CCOCC1)c1cn(-c2ccccc2)nc1-c1ccccc1
10) Oc1ccc2oc3c(c2c1)CCCC3
Compound,1,2,3,4,5,6,7,8,9,10
Pf growth 96h,13.1%,2.8%,?,8.28µM*,-1.7%,·,1.0%,?,-85.1%,41.5%[activator]
CHX counter,-1.5,-0.4,-2.5,14.9,-0.5,23.3*,5.5,-6.8,·,18.7
Shiga toxin inh,-6.5,-14.3,·,38.1,-10.6,59.3,0.2,-7.5,·,70.8
FBPA Giardia inh,0.8%,-1.3%,0.1%,0.4%,5.0%,-0.1%,0.4%,·,·,·
Pf growth 48h,8.6%,18.1%,19.3%,?,?,28.8%,?,-6.9%,?,52.0%[activator]
Sm TGR inh,-17.9%,8.3%,1.9%,-19.9%,-2.4%,7.9%,-0.8%,6.1%,2.9%,-1.7%

11) O=C(NCCOc1ccc(F)cc1)C1CCC(=O)N(CCN2CCOCC2)C1 (configuration not stated)
12) CC1=CC(=C(C#N)c2nc3ccccc3s2)C=C(C)N1Cc1ccco1
13) COC(c1ccccc1)c1nnc(CCC(=O)N(C)CCCC2CCCC2)o1 (configuration not stated)
14) OCCN1CCN(CCC=C2c3ccccc3Sc3ccc(Cl)cc32)CC1
15) C=CCn1c(SCC(=O)Nc2c(C)n(C)n(-c3ccccc3)c2=O)nc2sc(C)c(C)c2c1=O
16) CC(=O)Nc1cccc(NC(C)=C(C#N)C#N)c1
17) CCSc1nnc(NC(NC(C)=O)(C(F)(F)F)C(F)(F)F)s1
18) Cc1cc(F)ccc1S(=O)(=O)NCC(c1ccc2c(c1)OCO2)N1CCOCC1 (configuration not stated)
19) CC[C@H](C)[C@H](N)C(=O)N[C@@H](CCCNC(=N)N)C(=O)N[C@@H](CCC(N)=O)C(=O)NCC(=O)N1CCC[C@H]1C(=O)N[C@@H](CCCCN)C(=O)N[C@@H](CCC(=O)O)C(=O)N1CCC[C@H]1C(=O)N[C@@H](Cc1ccccc1)C(=O)N[C@@H](CCCNC(=N)N)C(=O)N[C@@H](CC(=O)O)C(=O)N[C@@H](Cc1ccc(O)cc1)C(=O)N[C@H](C(=O)N[C@@H](CC(=O)O)C(=O)N[C@@H](CCCNC(=N)N)C(=O)N[C@@H](Cc1ccccc1)C(=O)N[C@@H](Cc1ccc(O)cc1)C(=O)N[C@@H](CCCCN)C(=O)N[C@H](C(=O)N[C@@H](CC(C)C)C(=O)O)[C@@H](C)O)C(C)C
20) COc1ccc(S(=O)(=O)N/N=C(/C)c2ccc(Cl)cc2)cc1
Compound,11,12,13,14,15,16,17,18,19,20
Pf growth 96h,?,·,?,4.55µM*,·,20.9%,0.7%,?,·,18.6%
CHX counter,-4.2,-3.3,26.9*,·,-3.3,-2.5,-6.1,·,-1.8,-2.7
Shiga toxin inh,-22.1,14.1,46.3*,·,-9.5,-15.2,-17.5,·,10.7,-17.0
FBPA Giardia inh,·,-14.8%,2.8%,-8.4%[21.7 µM],0.2%,-6.1%,0.3%,·,0.5%,4.7%
Pf growth 48h,10.9%,3.29µM*,-5.5%,?,?,11.3%,-4.1%,-15.8%,·,9.5%
Sm TGR inh,2.0%,1.0%,3.9%,·,-0.7%,-11.2%,0.0%,-8.7%,·,1.0%

Entries listed so far with two or more sulfur atoms (two):
15) C=CCn1c(SCC(=O)Nc2c(C)n(C)n(-c3ccccc3)c2=O)nc2sc(C)c(C)c2c1=O
17) CCSc1nnc(NC(NC(C)=O)(C(F)(F)F)C(F)(F)F)s1
Compound,15,17
Pf growth 96h,·,0.7%
CHX counter,-3.3,-6.1
Shiga toxin inh,-9.5,-17.5
FBPA Giardia inh,0.2%,0.3%
Pf growth 48h,?,-4.1%
Sm TGR inh,-0.7%,0.0%

(next part)
21) CCOc1ccccc1N(CC(=O)NC1CCCCC1)S(C)(=O)=O
22) C(=N\N=C\c1ccncc1)/c1ccncc1
23) Cn1c(COc2ccccc2)nnc1SCC(=O)Nc1ccc(N2CCOCC2)c(Cl)c1
24) CCOC(=O)Cn1nc(C)c(NC(=O)c2cccc([N+](=O)[O-])c2)c1C
25) COc1ccccc1CNC(=O)c1ccc(Cl)c(NC2=NC3CS(=O)(=O)CC3S2)c1 (configuration not stated)
26) COc1ccc2ccccc2c1/C=N/NC(=O)CC1(C)OCCCO1
27) O=C(C[n+]1cc(Br)cc2ccccc21)c1ccc(F)cc1
28) C[C@H](N)c1nnc(SCC(=O)c2ccc(Cl)cc2)o1
29) O=C(c1ccc2c(=O)n3c(nc2c1)CCCCC3)N1CCN(C(c2ccccc2)c2ccccc2)CC1
30) CCCCCC1CCC(C(=O)NCCN2CCOCC2)CC1 (configuration not stated)
Compound,21,22,23,24,25,26,27,28,29,30
Pf growth 96h,·,0.0%,4.15µM*,-13.0%,-20.3%,16.6%,?,·,1.85µM*,?
CHX counter,-2.0,·,12.6,-6.2,0.6,-1.5,3.7,-2.7,-2.2,-1.5
Shiga toxin inh,-21.2,·,13.6,19.1,15.1,-0.3,-6.1,-20.4,-2.3,-15.8
FBPA Giardia inh,-0.2%,·,-0.7%,3.1%,-7.1%,-14.5%,2.9%,-9.6%,-3.0%,-0.5%
Pf growth 48h,?,?,?,?,-0.4%,33.6%[activator],11.7µM*,11.9%,·,-10.1%
Sm TGR inh,-8.2%,-2.4%,3.1%,21.1%,10.9%,-2.5%,4.8%,-5.9%,-14.8%,10.1%

Look-ups from the results shown:
Result of CCOc1ccccc1N(CC(=O)NC1CCCCC1)S(C)(=O)=O under Shiga toxin inh: -21.2
Result of Cn1c(COc2ccccc2)nnc1SCC(=O)Nc1ccc(N2CCOCC2)c(Cl)c1 under Shiga toxin inh: 13.6

Further compounds
31) O=C(CSc1nncs1)N1c2ccccc2Sc2ccccc21
32) CCCn1c(SCC(=O)c2c(N)n(C3CC3)c(=O)[nH]c2=O)nc2cc(S(N)(=O)=O)ccc21
33) CCN(CC)c1ccc(N)cc1S(=O)(=O)Nc1ccccc1OC
34) CCC(=O)N(c1nnc(SCC(=O)NN2C(=O)NC3(CCCCC3)C2=O)s1)C1CC1
35) COc1ccccc1/C=N/n1c(N)c(C(=O)NC2CCCCC2)c2nc3ccccc3nc21
36) Cc1ccccc1OCCSCc1nc2ccccc2[nH]1
37) COc1ccc(C2=NN(Cc3ccccc3)C3C(=O)NC(=O)C23)cc1 (configuration not stated)
38) CC1=NNC(=O)C1CCC(=O)N/N=C(/C)c1ccc([N+](=O)[O-])cc1 (configuration not stated)
39) CS(=O)(=O)Nc1ccccc1C(=O)Nc1cccc(Cl)c1
40) Oc1cccc2cc3cccc(O)c3c(O)c12
Compound,31,32,33,34,35,36,37,38,39,40
Pf growth 96h,·,?,11.2%,?,0.0%,13.1µM*,?,26.2%,-1.0%[5.75 µM],26.7%
CHX counter,-3.6,·,-1.8,·,1.5,6.2,19.7*,0.0,7.4,8.1
Shiga toxin inh,-23.0,·,13.9,·,-12.6,-4.5,39.8,-3.4,9.4,-16.8
FBPA Giardia inh,6.9%,·,15.8µM*,·,1.7%,-2.2%,-4.5%,-1.6%,15.9%,-3.4%
Pf growth 48h,13.1µM*,-9.7%,-5.5%,0.1%,15.1%,?,14.2%,15.9%,-21.4%,20.2%
Sm TGR inh,-18.7%,-22.3%,8.7%,2.7%,9.0%,0.0%,·,-15.0%,-4.2%,-21.1%

41) CCOC(=O)c1[nH]c2ccc(F)cc2c1NC(=O)c1cc(OC)c(OC)c(OC)c1
42) CCn1c(O)c(/C=N/NC(=O)c2ccncc2)c(=O)[nH]c1=S
43) Cc1ccc(SCC(=O)NCC(C)C)cc1
44) O=C(O)c1ccc2c(=O)n(-c3ccc(F)c(Cl)c3)c(=S)[nH]c2c1
45) NS(=O)(=O)c1ccc(CCNC(=O)C2COc3ccccc3O2)cc1 (configuration not stated)
46) NS(=O)(=O)c1ccccc1NC(=S)Nc1ccccc1S(N)(=O)=O
47) Cc1ccnc(Nc2nc(-c3ccccc3)cs2)c1
48) CNC(=O)c1c(NC(=O)c2ccc(S(=O)(=O)N3CCCc4ccccc43)cc2)sc2c1CCN(C)C2
49) CC1=C(C)CC(C(=O)NNC(=O)c2ccccc2)C(C(=O)O)C1 (configuration not stated)
50) CCNC(=S)N/N=C/c1cccc(C)c1
Compound,41,42,43,44,45,46,47,48,49,50
Pf growth 96h,1.8%,0.0%,38.3%[activator],-6.5%,5.6%,?,-14.0%,?,18.6%,90.3%[activator]
CHX counter,3.6,7.0,12.3,-3.0,0.6,-2.8,55.3*,1.9,24.1*,36.9*
Shiga toxin inh,-7.0,-2.8,44.0*,-3.9,-5.0,-11.4,89.5*,-19.2,79.1*,56.0*
FBPA Giardia inh,-18.7%,18.4%,4.5%,14.2%,13.0%,0.8%,5.7%,-9.8%,0.4%,-11.8%
Pf growth 48h,?,14.3%,74.6%[activator],1.7%,59.4%[activator],14.7%,28.9%,?,21.4%,-24.8%
Sm TGR inh,2.6%,?,0.0%,4.6%,5.4%,9.5%,?,-7.1%,2.0%,-33.3%

51) COc1ccc(/C=C(\NC(=O)c2ccccc2)C(=O)N/N=C/c2sccc2C)cc1
52) CC(=O)C1=NN(c2ccc(Cl)cc2)C(c2ccc3c(c2)OCO3)N(C(C)=O)N1C (configuration not stated)
53) N#Cc1cn(Cc2ccccc2)c2ccccc12
54) O=S(=O)(c1ccc(Cl)cc1)N1CCc2ccccc21
55) CCC(=O)N(CCc1ccccc1C)Cc1cc2cc3c(cc2[nH]c1=O)OCO3
56) O=C(c1ccc(Cl)cc1)N1CCC(O)(CSc2ccc(Cl)cc2Cl)CC1
57) Cc1ccccc1NC(=O)/C(C#N)=C\c1cc(C)n(-c2ccc(C(=O)O)cc2)c1C
58) COc1ccc2nc(/C(C#N)=C\c3ccc(C(=O)O)cc3)[nH]c2c1
59) O=S(=O)(NCCN1CCCC1)c1ccc(C(F)(F)F)cc1
Compound,51,52,53,54,55,56,57,58,59
Pf growth 96h,?,11.7µM*,·,-15.8%,?,?,?,11.6%,21.0%
CHX counter,0.9,1.8,1.4,1.9,-4.8,2.8,-2.1,-1.3,3.0
Shiga toxin inh,12.5,7.7,-1.1,-6.7,-14.6,10.5,13.5,-5.3,1.7
FBPA Giardia inh,0.3%,-0.2%,5.2%,1.5%,1.7%,-3.6%,-6.7%,?,9.5%
Pf growth 48h,2.9%,11.7µM*,-5.4%,39.0%,-13.9%,?,?,27.4%,1.9%
Sm TGR inh,-5.0%,-12.7%,5.9%,-14.7%,2.1%,-10.9%,-11.0%,-11.6%,10.8%
